Source: PubChem BioAssay (several laboratories)
hgDAF12 agonist – H. glycines DAF-12 receptor agonists, primary screen, cell-based, luminescence, HEK293, GAL4 fusion, UAS-luciferase. Nuclear hormone receptor DAF-12 (Heterodera glycines), GAL4 fusion. HEK293 GAL4-hgDAF12 UAS-luciferase reporter, agonist luminescence; normalized to butyrate control. activation, % at 6.8 µM. 1.8% of 370,000 active;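 active = activation above a cutoff set at the mean of all screened compounds plus 3 SD, cut at about 10% in these data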;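 also: 0% = DMSO wells and 100% = sodium butyrate wells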
DAX1 inh-1 – DAX1 (NR0B1) inhibitors on StAR promoter, primary screen, cell-based, luminescence, SF-1 (NR5A1), full-length DAX-1; HEK293T StAR-luciferase reporter, SF-1/DAX-1 repression relief; inhibition, % at 6.8 µM; 1.1% of 370,000 active; AID 652010, 2013;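 active = inhibition above the mean over all tested compounds plus 3 SD, cut at about 3.6% in these data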;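 also: 0% = DAX-1 cells with DMSO and 100% = cells lacking DAX-1 with DMSO; higher inhibition means more luminescence from relief of DAX-1 repression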
DAX1 inh-2 – DAX1 (NR0B1) inhibitors, primary screen, cell-based, HEK293, Gal4-DAX1, luciferase luminescence. 0.99% of 340,000 active. Nuclear receptor subfamily 0 group B member 1 (Homo sapiens), P51843. inhibition, % at 6.75 µM. HEK293 Gal4-DAX1 luciferase reporter. AID 504766, 2011;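 active = inhibition above the mean over all tested compounds plus 3 SD, cut at about 4.2% in these data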;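 also: 0% = DAX1-transfected cells with DMSO and 100% = empty-vector control cells with DMSO; inhibition shows as a rise in luminescence from relieved DAX1 repression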
NPR1 activator – GC-A stimulated cGMP production enhancers – HEK293 GC-A cells, cGMP TR-FRET, EC30 ANP, primary screen. Atrial natriuretic peptide receptor 1 (Homo sapiens), P16066. 0% at EC30 ANP, 100% saturating ANP. activation, % at 10 µM. 0.14% of 370,000 active. AID 1671463, 2021; in the data active = activation above about 40%
proKLK7 act – proKLK7 zymogen activators, primary screen, biochemical, fluorescence intensity; Kallikrein-7 (Homo sapiens), P49862; purified proKLK7, EDANS-DABCYL substrate fluorescence; 100% is mature enzyme control, 0% vehicle; activation, % at 7 µM; 0.9% of 370,000 active; AID 652039, 2013;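 active = activation above the mean of all tested compounds plus 3 SD, computed per campaign excluding outliers beyond control limits, cut at about 13% in these data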
sPLA2-III inh – human group III sPLA2 inhibitors, primary screen, biochemical, QFRET, BODIPY PC-A2 liposome substrate; Group 3 secretory phospholipase A2 (Homo sapiens), Q9NZ20; inhibition, % at 12.2 µM; 0.56% of 370,000 active; QFRET BODIPY PC-A2 liposome hydrolysis, fluorescence;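 active = inhibition above mean plus 3 SD of compounds lying within the high and low control bounds, cut at about 19% in these data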;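 also: 0% = median of test compound wells and 100% = no enzyme DMSO wells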
hcDAF12 agonist – H. contortus DAF-12 nuclear receptor activators, primary screen, cell-based, luminescence, HEK293, lit1-tk-luc reporter. 1.4% of 370,000 active. activation, % at 6.8 µM. AID 652067, 2013. HEK293 hcDAF-12 lit1-tk-luc reporter; 0% DMSO, 100% Δ7-dafachronic acid;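 active = activation above the mean of all tested compounds plus 3 SD, cut at about 5.5% in these data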;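 also: 100% = response to 3 µM Δ7-dafachronic acid high control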
SMARCA2 act – SMARCA2 (BRM) function activators, primary screen, cell-based, luminescence, high throughput | MG213 cells, MMTV-luciferase reporter, dexamethasone, overnight | activation, % at 9.1 µM | 1% of 370,000 active; in the data active = activation above about 7.8%;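 also: 0% = vehicle wells and 100% = reference activator wells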
FXN GAA850 act – FXN promoter activators, primary screen, cell-based, luciferase luminescence, HEK293 lucGAA850; AID 540364, 2011; HEK293 lucGAA850 FXN promoter luciferase reporter, 24 h; percent of 10 µM SAHA response; activation, % at 6 µM; 0.56% of 360,000 active;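 active = activation above the average of all compounds screened plus 3 SD, cutoff fixed separately per campaign, cut at about 7.5% in these data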;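 also: 0% = DMSO wells and 100% = 10 µM SAHA wells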
ssDAF12 agonist – S. stercoralis DAF-12 nuclear receptor activators, primary screen, cell-based, luminescence, HEK293, GRIP1 co-expression, lit1-tk-luc. activation, % at 6.8 µM. Nuclear hormone receptor DAF-12 (Strongyloides stercoralis). HEK293 ssDAF-12/GRIP1 lit1-tk-luc reporter; % of 3 µM dafachronic acid response. 1% of 370,000 active;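 active = activation above the mean over all tested compounds plus 3 SD, cut at about 0.9% in these data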;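 also: 0% = DMSO-only wells and 100% = 3 µM delta7-dafachronic acid wells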
GC-B act – human GC-B receptor activators, primary screen, HEK293 GC-B cells, cGMP TR-FRET, EC30 CNP; Atrial natriuretic peptide receptor 2 (Homo sapiens), P20594; 0% at EC30 CNP, 100% saturating CNP; activation, % at 10 µM; 0.11% of 370,000 active;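 active = activation at 10 µM reaching about 35% in either raw or pattern-adjusted values, limit read from the data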
Target sequence (P20594 whole entry, looked up): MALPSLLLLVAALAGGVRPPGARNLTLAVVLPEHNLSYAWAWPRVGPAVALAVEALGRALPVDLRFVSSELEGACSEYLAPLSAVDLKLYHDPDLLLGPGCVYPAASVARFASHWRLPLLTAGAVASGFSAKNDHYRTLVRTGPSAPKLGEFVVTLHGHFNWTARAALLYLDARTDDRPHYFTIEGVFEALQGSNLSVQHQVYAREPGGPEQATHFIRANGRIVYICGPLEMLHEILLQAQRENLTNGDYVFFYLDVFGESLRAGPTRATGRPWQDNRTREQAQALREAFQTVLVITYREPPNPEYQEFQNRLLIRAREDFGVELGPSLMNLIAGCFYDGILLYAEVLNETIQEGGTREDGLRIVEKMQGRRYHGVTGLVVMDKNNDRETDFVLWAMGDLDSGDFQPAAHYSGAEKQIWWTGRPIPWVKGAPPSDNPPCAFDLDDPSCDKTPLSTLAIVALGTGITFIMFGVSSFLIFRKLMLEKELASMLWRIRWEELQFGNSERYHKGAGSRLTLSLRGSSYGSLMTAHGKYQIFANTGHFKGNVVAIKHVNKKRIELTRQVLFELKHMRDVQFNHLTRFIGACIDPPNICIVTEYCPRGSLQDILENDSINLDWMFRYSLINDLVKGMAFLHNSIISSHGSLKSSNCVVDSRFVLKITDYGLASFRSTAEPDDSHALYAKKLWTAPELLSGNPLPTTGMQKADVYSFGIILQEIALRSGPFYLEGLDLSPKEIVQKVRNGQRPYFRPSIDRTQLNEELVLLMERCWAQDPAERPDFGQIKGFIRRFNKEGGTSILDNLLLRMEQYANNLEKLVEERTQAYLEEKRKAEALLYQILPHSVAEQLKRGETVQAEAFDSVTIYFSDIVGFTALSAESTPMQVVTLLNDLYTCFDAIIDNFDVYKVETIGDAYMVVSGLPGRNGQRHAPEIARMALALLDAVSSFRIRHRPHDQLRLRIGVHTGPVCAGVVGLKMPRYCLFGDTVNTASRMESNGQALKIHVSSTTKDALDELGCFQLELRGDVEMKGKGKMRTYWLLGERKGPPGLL
Active calls of the source: *. Compounds as they come, and some 6.7% of all compounds hit somewhere here.

Cc1ccc2c(c1)/C(=C/c1ccccc1)C(=O)N2 was read as hgDAF12 agonist 3.3, DAX1 inh-1 -1.1, DAX1 inh-2 -1.4, NPR1 activator -4.9, proKLK7 act 0.2, sPLA2-III inh -5.4, hcDAF12 agonist 0.5, SMARCA2 act -1.5, FXN GAA850 act 1.1, ssDAF12 agonist -1.4 and GC-B act -2.9.
For CC(C)CN(C(=O)CSc1n[nH]c(-c2cccs2)n1)C1CCS(=O)(=O)C1 (stereo not given) the results were hgDAF12 agonist 4.2, DAX1 inh-1 0.8, DAX1 inh-2 0.9, NPR1 activator 2.5, proKLK7 act -0.5, sPLA2-III inh -2.7, hcDAF12 agonist 2.1, SMARCA2 act -0.1, FXN GAA850 act 1.2, ssDAF12 agonist -1.2 and GC-B act 1.9.
`O=C(NC1CCCCC1)C1CC(=O)N(c2cccc([N+](=O)[O-])c2)C1` (stereo not given) gave hgDAF12 agonist -3.3, DAX1 inh-1 0.1, DAX1 inh-2 -0.2, NPR1 activator 0.7, proKLK7 act -0.3, sPLA2-III inh -3.6, hcDAF12 agonist -2.1, SMARCA2 act -3.3, FXN GAA850 act 1.4, ssDAF12 agonist -1.8 and GC-B act 2.4.
`O=Cc1ccccc1OCCN1CCCC1=O` gave hgDAF12 agonist 1.8, DAX1 inh-1 0.2, DAX1 inh-2 -0.2, NPR1 activator -3.0, proKLK7 act 0.8, sPLA2-III inh 3.9, hcDAF12 agonist 2.6, SMARCA2 act 2.6, FXN GAA850 act 1.3, ssDAF12 agonist -0.6 and GC-B act -6.3.
Screening COc1ccc(CC(=O)NCC(=O)N/N=C/c2sccc2C)cc1 returned hgDAF12 agonist 1.1, DAX1 inh-1 -0.1, DAX1 inh-2 -0.5, NPR1 activator 0.2, proKLK7 act -0.2, sPLA2-III inh 3.2, hcDAF12 agonist 6.4*, SMARCA2 act -0.6, FXN GAA850 act 1.8, ssDAF12 agonist -1.3 and GC-B act 8.1.
Nc1ncc(Br)cc1S(=O)(=O)NCCC(=O)NCc1ccc(F)cc1 was read as hgDAF12 agonist 0.3, DAX1 inh-1 -0.1, DAX1 inh-2 2.0, NPR1 activator -2.7, proKLK7 act 0.1, sPLA2-III inh -2.5, hcDAF12 agonist -2.3, SMARCA2 act -3.5, FXN GAA850 act -1.9, ssDAF12 agonist -1.3 and GC-B act -0.9.
Screening Nc1[nH]n2c(=O)c3c(nc2c1N=Nc1ccc(Cl)cc1)CCCC3 returned hgDAF12 agonist -0.7, DAX1 inh-1 0.5, DAX1 inh-2 0.3, NPR1 activator -2.1, proKLK7 act -0.1, sPLA2-III inh 9.9, hcDAF12 agonist -1.0, SMARCA2 act -0.4, FXN GAA850 act 2.1, ssDAF12 agonist -1.4 and GC-B act -1.1.
Screening CC1(C)OC(=O)C2=C(C[C@@H](C3CCCCC3)O[C@H]2c2ccc(Cl)cc2)O1 returned hgDAF12 agonist 0.1, DAX1 inh-1 0.1, NPR1 activator 1.2, proKLK7 act -0.5, sPLA2-III inh 3.8, hcDAF12 agonist -2.1, SMARCA2 act -3.9, ssDAF12 agonist -1.1 and GC-B act -0.6.
OCc1nnc2c3ccccc3c(-c3ccccc3)nn12 was read as hgDAF12 agonist -0.6, DAX1 inh-1 0.2, DAX1 inh-2 -1.3, NPR1 activator 7.5, proKLK7 act 0.2, sPLA2-III inh -0.4, hcDAF12 agonist -0.9, SMARCA2 act -2.6, FXN GAA850 act 3.8, ssDAF12 agonist -1.6 and GC-B act -8.3.
`O=C(CN1CCCCC1)N/N=C/c1ccccc1Br` gave hgDAF12 agonist 2.9, DAX1 inh-1 0.1, DAX1 inh-2 0.0, NPR1 activator 1.1, proKLK7 act -0.4, sPLA2-III inh 0.0, hcDAF12 agonist -0.9, SMARCA2 act -1.0, FXN GAA850 act -0.4, ssDAF12 agonist -0.8 and GC-B act -2.9.
Screening O=C(Nc1cccc(C(=O)O)c1)/C(=C\c1ccc2c(c1)OCO2)NC(=O)c1ccc(Br)o1 returned hgDAF12 agonist 7.8, DAX1 inh-1 0.7, DAX1 inh-2 0.2, NPR1 activator 0.0, proKLK7 act 0.1, sPLA2-III inh -1.5, hcDAF12 agonist -0.7, SMARCA2 act 3.1, FXN GAA850 act 2.9, ssDAF12 agonist -0.8 and GC-B act -2.6.
For O=C(NCC(c1ccco1)N1CCCC1)c1cc2ccccc2s1 (stereo not given) the results were hgDAF12 agonist 3.5, DAX1 inh-1 1.4, DAX1 inh-2 1.1, NPR1 activator 3.7, proKLK7 act -0.9, sPLA2-III inh 5.0, hcDAF12 agonist 1.0, SMARCA2 act 0.2, FXN GAA850 act 1.8, ssDAF12 agonist 0.9* and GC-B act -1.7.
CC(=O)Nc1ccc(C(=O)/C=C/c2ccc[nH]2)cc1 was read as hgDAF12 agonist 5.8, DAX1 inh-1 1.0, DAX1 inh-2 2.4, NPR1 activator 1.0, proKLK7 act 1.9, sPLA2-III inh -8.2, hcDAF12 agonist 0.4, SMARCA2 act 7.3, FXN GAA850 act 3.7, ssDAF12 agonist -0.8 and GC-B act -5.4.
Screening COc1ccc(NC(=S)NCCc2ccc(S(N)(=O)=O)cc2)c(OC)c1 returned hgDAF12 agonist 6.7, DAX1 inh-1 0.2, DAX1 inh-2 -0.1, NPR1 activator -1.2, proKLK7 act -0.7, sPLA2-III inh 11.6, hcDAF12 agonist 0.3, SMARCA2 act -1.7, FXN GAA850 act -1.4, ssDAF12 agonist -1.0 and GC-B act 4.7.
`CN(C)c1ccc(C(=O)OCC(=O)NCC2CCCO2)cc1` (stereo not given) gave hgDAF12 agonist 2.1, DAX1 inh-1 1.1, DAX1 inh-2 0.0, NPR1 activator 0.3, proKLK7 act 0.2, sPLA2-III inh -4.2, hcDAF12 agonist -0.8, SMARCA2 act -4.5, FXN GAA850 act -0.5, ssDAF12 agonist -0.1 and GC-B act -2.8.
For COc1ccc(C(CCN2CCCC(C)C2)c2c(OC)cc(OC)c3c(-c4ccccc4)cc(=O)oc23)cc1 (stereo not given) the results were hgDAF12 agonist -1.4, DAX1 inh-1 0.2, DAX1 inh-2 -1.7, NPR1 activator -3.8, proKLK7 act -3.7, sPLA2-III inh -2.9, hcDAF12 agonist -2.9, SMARCA2 act 0.0, FXN GAA850 act -1.5, ssDAF12 agonist -1.6 and GC-B act -12.1.
For CC(=O)N1CC2(CC(c3ccccc3F)=NO2)CN1c1ccc(Cl)cc1 (stereo not given) the results were hgDAF12 agonist 5.3, DAX1 inh-1 0.5, DAX1 inh-2 1.3, NPR1 activator -1.4, proKLK7 act 0.1, sPLA2-III inh -0.3, hcDAF12 agonist 0.0, SMARCA2 act 5.7, FXN GAA850 act 1.9, ssDAF12 agonist -0.1 and GC-B act 4.7.
COC(=O)c1cn(NC(=O)c2cc([N+](=O)[O-])ccc2F)c(=O)c2ccccc12 was read as hgDAF12 agonist -10.7, DAX1 inh-1 -4.3, DAX1 inh-2 -4.4, NPR1 activator -2.2, proKLK7 act -2.5, sPLA2-III inh -7.0, hcDAF12 agonist -4.1, SMARCA2 act -6.1, FXN GAA850 act -13.2, ssDAF12 agonist -3.1 and GC-B act -2.5.
For CCS(=O)(=O)c1c([N+](=O)[O-])ncn1C the results were hgDAF12 agonist 3.1, DAX1 inh-1 -0.3, DAX1 inh-2 0.0, NPR1 activator -3.1, proKLK7 act -0.3, sPLA2-III inh 2.9, hcDAF12 agonist 0.3, SMARCA2 act 15.1*, FXN GAA850 act 1.3, ssDAF12 agonist -1.4 and GC-B act -4.3.
Screening O=C(Cn1cncn1)NCc1ccc(Cl)cc1 returned hgDAF12 agonist 1.7, DAX1 inh-1 -0.2, DAX1 inh-2 -0.4, NPR1 activator 1.7, proKLK7 act 0.1, sPLA2-III inh -0.1, hcDAF12 agonist 0.1, SMARCA2 act 1.2, FXN GAA850 act 1.0, ssDAF12 agonist -1.0 and GC-B act 5.0.
For C=CCNc1ncnc2c1cnn2-c1cccc(C)c1 the results were hgDAF12 agonist 17.2*, DAX1 inh-1 6.3*, DAX1 inh-2 1.7, NPR1 activator 5.8, proKLK7 act 0.5, sPLA2-III inh -4.1, hcDAF12 agonist 2.1, SMARCA2 act 3.0, FXN GAA850 act 4.6, ssDAF12 agonist -0.6 and GC-B act -2.1.
`Cc1ccc(C)c(N(CC(=O)NC2CCCC2)C(=O)CNC(=O)c2cccs2)c1` gave hgDAF12 agonist 0.2, DAX1 inh-1 -0.1, DAX1 inh-2 -0.6, NPR1 activator -4.7, proKLK7 act 0.1, sPLA2-III inh 4.8, hcDAF12 agonist 0.5, SMARCA2 act 1.1, FXN GAA850 act 0.9, ssDAF12 agonist -0.6 and GC-B act -0.6.
Screening CCOC(=O)C(NC(=O)c1ccccc1Cl)(Nc1ccc(C)c(C)c1)C(F)(F)F (stereo not given) returned hgDAF12 agonist 2.6, DAX1 inh-1 1.1, DAX1 inh-2 0.0, NPR1 activator -2.2, proKLK7 act 0.2, sPLA2-III inh 7.5, hcDAF12 agonist 1.7, SMARCA2 act -5.4, FXN GAA850 act 2.0, ssDAF12 agonist -1.1 and GC-B act -0.1.
Screening O=C(O)c1cc(-c2ccccc2Cl)n(-c2ccc(F)cc2)n1 returned hgDAF12 agonist -0.6, DAX1 inh-1 -0.1, DAX1 inh-2 -0.9, NPR1 activator 7.2, proKLK7 act 0.1, sPLA2-III inh -4.6, hcDAF12 agonist -0.7, SMARCA2 act -0.5, FXN GAA850 act 1.2, ssDAF12 agonist -0.1 and GC-B act 2.0.
`Cc1cc(S(=O)(=O)N2CCN(C(=O)CCC(=O)N3CCOCC3)CC2)ccc1Br` gave hgDAF12 agonist 1.6, DAX1 inh-1 -0.1, DAX1 inh-2 -1.4, NPR1 activator 1.3, proKLK7 act 0.3, sPLA2-III inh 0.1, hcDAF12 agonist 2.3, SMARCA2 act 4.5, FXN GAA850 act -1.4, ssDAF12 agonist -1.7 and GC-B act -5.0.
